# APE1 inh: qHTS Assay for Inhibitors of the Human Apurinic/apyrimidinic Endonuclease 1 (APE1); DNA repair nuclease/redox regulator APEX1 (Homo sapiens), P27695; recombinant APE1, TAMRA/BHQ-2 abasic DNA cleavage fluorescence; Potency, µM (top dose mostly 65.8 µM), for inactives: top-dose activity change, negative = inhibition, usual class: inhibitors; hit rate 0.35% among 350,000;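 note: plate controls were vehicle for no effect and reference inhibitor for full effect; nearly all actives have a fitted effect of over 55% in size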
#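 Substrate: short duplex with […] THF abasic site, 5'-TAMRA and 3'-BHQ-2, 50 nM final. APE1 at 0.75 nM, preincubated 15 min RT with compound. Fluorescence increase from first to third read measured activity.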
# Pol kappa inh: qHTS for Inhibitors of Polymerase Kappa; DNA polymerase kappa (Homo sapiens), Q9UBT6; purified Pol kappa, fluorescent DNA synthesis assay, 10 min; Potency, µM (titrated, usually from 107 µM), for the others: top-dose activity, negative = inhibition, usual class: inhibitors; hit rate 0.53% among 400,000; AID 588579, 2011; note: % is set by controls: 0 for no effect and ±100 for the full control effect
#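 10 nM Pol kappa was preincubated with compounds for 15 min at room temperature. Reaction started with 50 nM (final) substrate. Fluorescence read kinetically at 0 and 10 min.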
# BAZ2B inh: qHTS Assay for Inhibitors of BAZ2B; AlphaScreen BAZ2B-H3K14Ac peptide displacement; Potency, µM (series often up to 114 µM), for the others: top-dose activity change, negative = inhibition, hits mostly inhibitors; hit rate 4.4% among 360,000; note: % is set by controls: 0 for no effect and ±100 for the full control effect; nearly all actives have a fitted effect of over 60% in size
# Target sequence (Q9UIF8 whole entry, looked up): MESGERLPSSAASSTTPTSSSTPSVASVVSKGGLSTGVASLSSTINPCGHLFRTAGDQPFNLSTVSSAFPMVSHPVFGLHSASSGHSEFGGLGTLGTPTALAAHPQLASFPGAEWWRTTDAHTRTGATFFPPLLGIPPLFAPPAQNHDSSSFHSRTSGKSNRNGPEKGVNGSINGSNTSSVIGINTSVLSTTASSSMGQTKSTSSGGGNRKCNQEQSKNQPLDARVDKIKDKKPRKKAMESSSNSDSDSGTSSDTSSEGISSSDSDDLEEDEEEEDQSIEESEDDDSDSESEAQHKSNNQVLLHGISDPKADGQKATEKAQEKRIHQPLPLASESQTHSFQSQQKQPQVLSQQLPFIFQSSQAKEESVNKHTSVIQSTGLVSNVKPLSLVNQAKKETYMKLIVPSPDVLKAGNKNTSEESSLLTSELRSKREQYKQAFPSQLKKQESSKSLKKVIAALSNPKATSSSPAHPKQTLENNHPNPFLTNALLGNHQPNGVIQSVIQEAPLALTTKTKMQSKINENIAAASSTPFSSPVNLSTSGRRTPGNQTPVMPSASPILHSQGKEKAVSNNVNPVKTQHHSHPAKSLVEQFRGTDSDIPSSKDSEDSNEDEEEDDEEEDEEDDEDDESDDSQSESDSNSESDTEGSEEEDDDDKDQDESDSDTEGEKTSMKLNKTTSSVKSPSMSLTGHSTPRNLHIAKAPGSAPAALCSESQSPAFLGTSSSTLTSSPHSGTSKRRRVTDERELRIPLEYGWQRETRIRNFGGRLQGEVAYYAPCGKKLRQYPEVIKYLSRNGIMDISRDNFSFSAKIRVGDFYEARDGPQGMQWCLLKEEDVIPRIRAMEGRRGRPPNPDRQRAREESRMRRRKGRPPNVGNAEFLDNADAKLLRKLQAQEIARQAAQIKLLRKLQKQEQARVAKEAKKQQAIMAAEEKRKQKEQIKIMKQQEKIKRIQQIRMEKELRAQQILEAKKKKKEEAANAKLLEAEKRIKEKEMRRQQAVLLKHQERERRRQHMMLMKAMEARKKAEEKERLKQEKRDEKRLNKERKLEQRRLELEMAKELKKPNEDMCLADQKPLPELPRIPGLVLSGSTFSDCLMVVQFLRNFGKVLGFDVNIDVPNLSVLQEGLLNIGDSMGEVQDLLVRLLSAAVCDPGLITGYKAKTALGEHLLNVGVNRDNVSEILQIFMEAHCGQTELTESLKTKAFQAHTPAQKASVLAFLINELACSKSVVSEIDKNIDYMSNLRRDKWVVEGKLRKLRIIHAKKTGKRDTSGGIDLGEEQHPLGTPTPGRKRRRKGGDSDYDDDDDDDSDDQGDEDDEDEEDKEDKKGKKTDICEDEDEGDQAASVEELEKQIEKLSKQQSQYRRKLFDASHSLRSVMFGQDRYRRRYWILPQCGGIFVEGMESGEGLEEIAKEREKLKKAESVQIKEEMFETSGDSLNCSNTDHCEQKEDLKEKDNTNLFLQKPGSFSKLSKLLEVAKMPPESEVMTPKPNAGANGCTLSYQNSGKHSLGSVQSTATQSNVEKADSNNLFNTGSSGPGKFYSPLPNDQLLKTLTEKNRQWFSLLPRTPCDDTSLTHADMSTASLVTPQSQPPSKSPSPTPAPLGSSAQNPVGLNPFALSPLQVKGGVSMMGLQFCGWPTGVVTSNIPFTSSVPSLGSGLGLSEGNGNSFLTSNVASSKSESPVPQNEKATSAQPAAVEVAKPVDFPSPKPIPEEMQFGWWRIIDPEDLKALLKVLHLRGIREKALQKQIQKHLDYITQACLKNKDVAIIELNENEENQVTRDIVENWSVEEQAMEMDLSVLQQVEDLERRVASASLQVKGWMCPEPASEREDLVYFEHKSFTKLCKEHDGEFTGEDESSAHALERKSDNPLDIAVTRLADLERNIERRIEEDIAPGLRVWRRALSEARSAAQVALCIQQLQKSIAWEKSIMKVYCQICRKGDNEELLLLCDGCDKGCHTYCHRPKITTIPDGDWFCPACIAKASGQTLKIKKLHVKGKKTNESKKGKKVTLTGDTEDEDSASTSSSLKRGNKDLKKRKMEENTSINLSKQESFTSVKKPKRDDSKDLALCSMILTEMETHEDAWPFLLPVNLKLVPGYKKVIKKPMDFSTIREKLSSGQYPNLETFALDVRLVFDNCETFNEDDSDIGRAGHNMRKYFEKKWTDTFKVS
#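 AlphaScreen displacement of biotin-H3(5-23)K14Ac peptide (50 nM final) from BAZ2B (50 nM final) in PBS pH 7.4, 0.01% Tween-20; complex preformed 30 min RT, then compounds (top 110 uM) 30 min RT, beads 20 min dark.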
# Pol beta inh: qHTS Assay for Inhibitors of DNA Polymerase Beta; Potency, µM (top dose mostly 114 µM), for inactives: at the highest dose activity change, negative = inhibition, most hits filed as inhibitors; hit rate 1.3% among 340,000; Pol beta primer extension/strand displacement, fluorescence kinetic; note: % is set by controls: 0 for no effect and ±100 for the full control effect
#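 Reaction started by 50 nM substrate onto compound-treated Pol beta (10 nM, 15 min preincubation, room temperature); plates read at 0 min and 10 min. Normalized concentration-effect data fitted by four-parameter Hill equation.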
# Anesthetic bind: qHTS Assay for Identification of Novel General Anesthetics; Ferritin light chain (Equus caballus), P02791; apoferritin/1-aminoanthracene competitive binding, fluorescence; Potency, µM (top dose mostly 77.5 µM), without a hit: at the top dose activity change, negative = displacement, most hits filed as inhibitors; hit rate 0.074% among 350,000; AID 485281, 2010; note: % is set by controls: 0 for no effect and ±100 for the full control effect; nearly all actives have a fitted effect of over 20% in size
#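 Horse-spleen apoferritin (10 uM) in 50% saturated 1-aminoanthracene in PBS was incubated 10 min at room temperature with compound. Fluorescence (ex 380, em 535 nm) was normalized to free and bound 1-AMA, with concentration-response fitted by a four-parameter Hill equation.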
# POLH inh: qHTS for Inhibitors of Polymerase Eta | DNA polymerase eta (Homo sapiens), Q9Y253 | recombinant Pol eta, fluorescent DNA replication assay | Potency, µM (series often up to 114 µM), for inactives: at the top dose activity change, negative = inhibition, hits mostly inhibitors | hit rate 1.2% among 390,000; note: % is set by controls: 0 for no effect and ±100 for the full control effect
#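 Pol eta (10 nM) was preincubated with compounds for 15 min at room temperature, after which fluorescent replication substrate (50 nM final) was added to start the reaction. Fluorescence was read kinetically at 0 and 10 min.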
# BLM inh: qHTS Assay for Inhibitors of Bloom's syndrome helicase (BLM) | hit rate 0.2% among 350,000 | RecQ-like DNA helicase BLM (Homo sapiens), P54132 | recombinant BLM DNA unwinding, fluorescence dequenching | Potency, µM (highest dose often 56.1 µM), without a hit: at the highest dose activity change, negative = inhibition, actives largely listed as inhibitors;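 note: plate controls were vehicle for no effect and no enzyme for full effect; nearly all actives have a fitted effect of over 35% in size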
# Pol iota inh: qHTS for Inhibitors of Polymerase Iota | hit rate 1% among 390,000 | AID 588590, 2011 | Pol iota fluorescent replication assay, 10 min | Potency, µM (titrated, usually from 115 µM), without a hit: at the highest dose activity, negative = inhibition, hits mostly inhibitors | DNA polymerase iota (Homo sapiens), Q9UNA4
#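 Fluorescent replication assay read twice, at 0 min and 10 min after adding 50 nM (final) substrate. Enzyme (10 nM) and compounds were first incubated 15 min at room temperature; enzyme-free buffer wells were negative controls.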
# G9a block: qHTS Assay for Inhibitors of Histone Lysine Methyltransferase G9a; G9a H3K9 monomethylation, AlphaScreen, 2 h; Potency, µM (top dose mostly 102 µM), without a hit: top-dose activity, negative = inhibition, actives largely listed as inhibitors; hit rate 8.8% among 350,000; note: % is set by controls: 0 for no effect and ±100 for the full control effect; nearly all actives have a fitted effect of over 75% in size
#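 Readings reflect AlphaScreen signal from monomethyl-H3K9 antibody detection. HMT at 20 nM; substrate b-H3K9 500 nM; cofactor SAM 20 uM; 2 h RT reaction; compounds tested as titrations in qHTS with 15 min preincubation.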
# An asterisk follows results filed as active; ? = inconclusive; · = no result given; [ ] = dose if it differs, or a comment. Calls come from the whole dose curve; as a rule, active = well fitted curve in the direction sought with a large enough effect; inconclusive = small, poorly fitted or top-dose-only effect, or another doubt; inactive = no such curve, though single readings can be large; an effect the other way counts as inactive or inconclusive. Potency is the fitted concentration of half-maximal effect. A portion of the library; count on the stated rates, not on these rows.
SMILES,APE1 inh,Pol kappa inh,BAZ2B inh,Pol beta inh,Anesthetic bind,POLH inh,BLM inh,Pol iota inh,G9a block
Cn1c(CCC(=O)OCC(=O)NCc2ccccc2Cl)nc(=O)c2ccccc21,-12%,2%,-2%,42%[activator],-6%,-8%,0%,15%,2%
COC(=O)c1cn(C(=O)/C=C/c2ccc(OC)c(OC)c2)c2ccccc12,2%,-6%,2%,-11%,-8%,-19%,-9%,-14%,·
N#Cc1ccccc1OCc1cccc(S(=O)(=O)N2CCOCC2)c1,5%,-1%,40%[activator],·,·,-6%,·,15%,-12%[12.7 µM]
CCOc1ccccc1OCCCOc1ccc(C)cc1Cl,-7%,-21%,342%[activator],0%,55%[activator],-17%,-5%,15%,350%[activator]
COc1ccc(-c2noc(C3CCCN(C(=O)CCc4ccccc4)C3)n2)cc1 (configuration not stated),4%,-15%,6%,5%,-3%,-21%,-10%,2%,-25%
COc1ccccc1NS(=O)(=O)c1cc(NC(=O)c2sccc2C)ccc1N1CCOCC1,-2%,-19%,-5%,0%,-7%,-5%,-6%,-9%,4%[12.7 µM]
COc1ccc(N(CC(=O)O)S(=O)(=O)c2cccnc2)cc1,-3%,-7%,12%,4%,6%,-4%,0%,8%,-7%
O=C(CSc1ccc2nc(-c3ccccc3)cn2n1)Nc1ccccc1,·,-13%[60.1 µM],4%,23%,76%[activator],2%,2%,-13%,-19%[59 µM]
O=C(COC(=O)c1cc(=O)[nH]c2ccccc12)Nc1ccc(F)cc1,4%,-2%,·,·,·,-4%,·,14%,·
CCOC(=O)C1=C(C)N=c2s/c(=C3/C(=O)Nc4ccccc43)c(=O)n2C1c1ccc(C)cc1 (configuration not stated),1%,-8%,?,0%,?,14%,-4%,?,?
C=CCNc1nc(N2CCCC2)nc2ccccc12,1%,-14%,1%,4%,-3%,-6%,3%,7%,-9%[12.7 µM]
c1n[nH]c(NCc2ccc3c(c2)OCO3)n1,-4%,-6%,15%,13%,-20%,4%,-9%,21%,-1%[59 µM]
Nc1ccc(C(=O)OCCCc2nc3cc4ccccc4cc3[nH]2)cc1,-5%,-10%,-31%,-21%,3%,-23%,1%,4%,31%[12.7 µM]
COc1ccc(S(=O)(=O)N(C)c2ccc(C(=O)N3CCOCC3)cc2)cc1OC,-1%,-15%[60.1 µM],-2%,-1%,2%,1%,-1%,-2%,31%[12.7 µM]
NNC(=O)Cn1c(-c2nonc2N)nc2ccccc21,3%,-11%,-22%,0%,-16%,-2%,-1%,2%,15%
COc1cc(-c2nc(S(=O)(=O)c3ccc(C)cc3)c(N(C)C)o2)cc(OC)c1OC,14%,-10%,?,2%,-5%,-13%,-14%,1%,3.5µM*
COc1ccccc1CNC(=O)CCC(=O)n1ncc2cc(C)ccc21,10%,-3%,6%,5%,?,17%,-2%,?,·
COc1ccc(NS(=O)(=O)c2ccc3c(c2)CCC(=O)N3)c(OC)c1,4%,-10%,2%,6%,-9%,-7%,2%,-19%[58.9 µM],-16%
C/C=C/C(=O)N1c2ccccc2C(C)=CC1(C)C,-1%,8%,-2%,0%,-15%,-12%,-4%,107%[activator],22%
CC(C)=C1C(=O)NN(c2ccc(F)c(Cl)c2)C1=O,-3%,25µM*,?,?,-16%,-7%,-2%,?,·
COc1ccc(NC(=O)C(=O)NNC(=O)c2ccc(Cl)cc2Cl)cc1,29%,12%,-14%,-1%,-5%,-6%,-6%,13%,-6%
CCn1c(=O)c(C(=O)NCc2ccccc2OC)c(O)c2ccccc21,40%,17%,3%,33%,-8%,-10%,-5%,29%,43%
O=c1[nH]c(CN2CCOCC2)nc2cc(Cl)ccc12,2%,-10%,-6%,3%,-3%,-3%,-1%,-1%,2%
Cc1ccc(CCNC(=O)c2ccc3c(Cl)c4c(nc3c2)CCCC4)cc1,·,-3%,1%[57.1 µM],2%,-18%,-18%,-6%,49%[activator],-16%[59 µM]
CC(=O)NC(CC(=O)NCCCn1ccc2ccccc21)c1ccccc1 (configuration not stated),42%,-1%,-3%,-14%,7%,-21%,-3%,82%[activator],23%
COc1ccc(CNC(=O)CCC(=O)N2CC3CCCN3c3ccccc32)cc1 (configuration not stated),·,2%,-37%,4%,0%,3%,1%,-24%,-14%[59 µM]
CS(=O)(=O)c1ccc(-c2sc3ccccc3c2C(=O)NCCCN2CCOCC2)cc1,2%,-16%,·,·,·,-9%,·,17%,·
O=c1cc(N2CCN(c3ccc(F)cc3)CC2)[nH]c(=O)n1-c1ccc(Br)cc1,·,-2%[60.1 µM],38%[activator],1%,?,-18%,0%,27%,15%[59 µM]
Cc1nc2nc(Cc3ccccc3)[nH]n2c(=O)c1Cc1ccccc1,3%,-4%,-2%,-1%,-4%,-17%,0%,-15%,-44%[12.7 µM]
CCOC(=O)c1c(C)oc2ncnc(NCCCN3CCN(c4cc(C)ccc4C)CC3)c12,·,-8%,?,7%,?,-25%,3%,12%,?
Cc1c[nH]c2ccccc12,-7%,-23%,13%,·,·,-6%,5%,-4%,31%[59 µM]
CCc1c(C)sc2nc(SCC(=O)Nc3cc(C)on3)n(CCOC)c(=O)c12,18%,-2%,-5%,52%,-6%,-16%,0%,-1%,-1%[12.7 µM]
CCCn1c(C)cc(C)c(C#N)c1=O,-1%,-4%,6%,48%,0%,-16%,4%,31%[activator],2%
Cc1c(Cl)cnc(NC(=O)CSc2nnc3ccccn23)c1Cl,5%,-6%,5%,31%,-5%,-1%,-2%,-8%,23%[59 µM]
CCOC(=O)C1=NN(C(=O)COc2ccccc2)C(O)(c2ccc(Cl)cc2)C1 (configuration not stated),13%,4%,-7%,26%,-19%,-7%,-7%,96%[activator],8%[0.501 µM]
Cc1ccc(-c2noc(CCC(=O)N(C)c3ccccc3F)n2)cc1,·,-2%,12%,6%,?,-9%,-2%,14%,8%[59 µM]
C=CCSc1nc(C)c(CC(=C)C)c(=O)[nH]1,-12%,1%,6%,19%,-12%,-15%,-2%,26%,15%
CCC(C(=O)Nc1cccc(S(=O)(=O)N(C)c2ccccc2)c1)c1ccccc1 (configuration not stated),-2%,-10%,5%,·,·,-9%,·,6%,-2%[2.33 µM]
COc1ccc(C(=O)NCC(=O)OCC(=O)c2ccc3c(c2)NC(=O)CO3)cc1OC,-4%,-2%,-14%,15%,?,-2%,3%,1%,-3%
O=C(NCc1cccnc1)c1sc2ccccc2c1Cl,11%,0%,11%,8%,-4%,-6%,-2%,?,-5%[12.7 µM]
COc1ccccc1OCc1ccc(C(=O)c2ccccc2)cc1,25%,-5%,105%[activator],1%,?,-21%,-11%,6%,16%[0.501 µM]
COc1cc(OC)cc(C(=O)Nc2cccc(N3CCCC3)c2)c1,-1%,-2%,-38%,1%,4%,-8%,-6%,15%,3.5µM*
COc1ccc(N2CCN(C(=O)COC(=O)COc3cccc(C(F)(F)F)c3)CC2)cc1,-9%,-2%,-9%,·,·,-23%,·,51%[activator],?
Cc1ccc(NC(=S)NC(C)CCc2ccccc2)cc1C (configuration not stated),-1%,-18%,-35%,17%,-5%,-20%,-10%,-21%,23%[59 µM]
Cc1ccc(-c2cc(C(=O)Oc3ccc(C#N)cc3)no2)cc1,·,5%,-18%,0%,-5%,-6%,-6%,24%,-2%[59 µM]
Clc1cccc(-c2cc3nc4c(c(N5CCOCC5)n3n2)CCCC4)c1,22%,-14%,7%,15%,0%,-8%,-7%,-17%,-38%[2.33 µM]
CCOC(=O)Cn1cc(/C=N/NC(=O)c2ccc(C#N)cc2F)c2ccccc21,0%,-23%,3%,14%,?,2%,-3%,37%[activator],-3%[12.7 µM]
O=S(=O)(c1ccc(Cl)cc1)N1CCC(N2CCCCCC2)CC1,-1%,-13%,79µM*,-14%,-19%,-11%,-4%,11%,2.5µM*
Cc1nc(C)c(-c2ccc(SCC(=O)Nc3ccccc3)nn2)s1,21%,-6%,-1%,-37%,-22%,-12%,2%,-5%,79µM*
Cn1c(SCc2ccc(F)cc2)nnc1-c1ccccn1,3%,-12%,50µM*,-8%,-18%,-9%,1%,-6%,-5%
O=C(N/N=C/c1ccc(F)c(F)c1)c1cccc(S(=O)(=O)N2CCCCC2)c1,3%,-4%,-7%,·,·,-11%,·,-12%,16%[12.7 µM]
Cc1sc(NC(=O)C2CCCCC2C(=O)O)c(C(N)=O)c1-c1ccc(C(C)(C)C)cc1 (configuration not stated),8%,-2%,?,-1%,-8%,-19%,1%,4%,·
COc1cc(/C=C/c2nc(C#N)c(N3CCCCCC3)o2)cc(OC)c1OC,·,-3%,?,-13%,·,-17%,-6%,-12%,?
C/C(CC(=O)Nc1cccnc1)=N\NC(=O)C(=O)Nc1cccc(C)c1,1%,-17%,-2%,20%,-16%,-4%,-3%,16%,4%[59 µM]
O=[N+]([O-])c1cccc(Nc2c([N+](=O)[O-])ccc3nonc23)c1,0%,-10%,?,12%,-3%,3%,0%,78%[activator],?

# Four entries from above, with bars between the fields.
Molecule | APE1 inh | Pol kappa inh | BAZ2B inh | Pol beta inh | Anesthetic bind | POLH inh | BLM inh | Pol iota inh | G9a block
CCOC(=O)Cn1cc(/C=N/NC(=O)c2ccc(C#N)cc2F)c2ccccc21 | 0% | -23% | 3% | 14% | ? | 2% | -3% | 37%[activator] | -3%[12.7 µM]
O=S(=O)(c1ccc(Cl)cc1)N1CCC(N2CCCCCC2)CC1 | -1% | -13% | 79µM* | -14% | -19% | -11% | -4% | 11% | 2.5µM*
Cc1nc(C)c(-c2ccc(SCC(=O)Nc3ccccc3)nn2)s1 | 21% | -6% | -1% | -37% | -22% | -12% | 2% | -5% | 79µM*
Cn1c(SCc2ccc(F)cc2)nnc1-c1ccccn1 | 3% | -12% | 50µM* | -8% | -18% | -9% | 1% | -6% | -5%
